# Compound activity deposited in PubChem BioAssay by NMMLSC.
# Rab2 wt GTP = changes GTP binding to wildtype dog Rab2A, up or down; P61105; GST-Rab2 wt beads, Bodipy-GTP binding, flow cytometry; GTP binding activity, % at 10 µM; 0.19% of 190,000 active; AID 760;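 active = GTP binding activity at least 20 points away from 100%, either lowered or raised; inconclusive = signal likely due to the compound's own green fluorescence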;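 also: 0% = beads with excess unlabeled GTP and 100% = no-compound control corrected for plate trend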
# Cdc42 wt GTP = modulators (inhibitors or activators) of GTP binding to human Cdc42 wildtype | 0.2% of 190,000 active | GST-Cdc42 beads, Bodipy-GTP binding, flow cytometry; actives lie on both sides | percent activity (GTP binding), % at 10 µM;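 active = percent activity GTP binding at least 20 points away from the 100% baseline, either down as inhibitor or up as activator; inconclusive = compound flagged as likely green fluorescent from well-wide comparison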;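 also: median bead fluorescence of bound Bodipy-FL-GTP at 100 nM; 0% = excess unlabeled GTP control and 100% = no compound control; below 100% means less GTP binding so inhibitor and above means activator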
# Target sequence (P60953 whole entry, looked up): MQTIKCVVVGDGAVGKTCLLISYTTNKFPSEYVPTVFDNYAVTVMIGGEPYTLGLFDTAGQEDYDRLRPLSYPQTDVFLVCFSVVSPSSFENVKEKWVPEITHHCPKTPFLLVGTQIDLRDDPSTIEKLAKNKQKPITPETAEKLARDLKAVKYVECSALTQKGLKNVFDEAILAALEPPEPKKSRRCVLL
# Rac1 wt GTP bind = modulators of human Rac1 wildtype GTP binding | P63000 | GST-Rac1 beads, fluorescent GTP binding, flow cytometry; actives lie on both sides; 0 = cold GTP competed, 100 = untreated | GTP binding activity (% of control), % at 10 µM | 0.27% of 190,000 active | AID 757;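 active = GTP binding activity at least 20 points away from the 100% control level, either lower or higher; inconclusive = compound flagged as likely green fluorescent, judged across all proteins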
# Bim-Bfl-1 = human Bim-Bfl-1 interaction inhibition; 0.12% of 190,000 active; Q16548; inhibition, % at 10 µM; AID 1008; Bead-based flow cytometry, Bim-Bfl-1 binding inhibition;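 also: 0% = wells without compound plus tracer and 100% = blocker peptide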
# Bcl-XL Bim block = inhibitors of Bim-Bcl-XL interaction, human; Q07817; Bim peptide-Bcl-XL binding, bead flow cytometry, fluorescence; inhibition, % at 10 µM; 0.04% of 190,000 active; AID 1007
# Bcl-2 Bim block = human Bim-Bcl-2 interaction inhibition; P10415; Bead-based flow cytometry, Bim peptide-Bcl-2 binding; inhibition, % at 10 µM; 0.06% of 190,000 active; in the data active = inhibition above about 40%; inconclusive = no clear call, values can overlap the other calls;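 also: 0% = no compound wells with probe peptide and 100% = reference peptide inhibitor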
# Target sequence (P10415 whole entry, looked up): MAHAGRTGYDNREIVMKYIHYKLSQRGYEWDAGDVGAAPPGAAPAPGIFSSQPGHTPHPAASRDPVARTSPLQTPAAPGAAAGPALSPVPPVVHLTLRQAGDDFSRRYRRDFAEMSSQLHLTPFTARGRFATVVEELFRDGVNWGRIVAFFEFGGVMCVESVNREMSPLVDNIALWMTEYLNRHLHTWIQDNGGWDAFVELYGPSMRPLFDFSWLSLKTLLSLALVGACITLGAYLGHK
# Bim-Bcl-B = disrupts Bim peptide binding to human Bcl-B. bead-based flow cytometry. inhibition, % at 10 µM. 0.073% of 190,000 active. AID 951;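 also: 0% = tracer peptide without compound and 100% = reference inhibitor peptide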
# Target sequence (Q9HD36 whole entry, looked up): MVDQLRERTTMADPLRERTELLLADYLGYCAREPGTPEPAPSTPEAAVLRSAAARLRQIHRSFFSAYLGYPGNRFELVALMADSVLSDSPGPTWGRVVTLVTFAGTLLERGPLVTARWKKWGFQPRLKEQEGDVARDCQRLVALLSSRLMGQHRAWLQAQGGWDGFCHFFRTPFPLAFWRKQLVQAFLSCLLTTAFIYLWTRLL
# HRas wt GTP = changes GTP binding to wildtype human HRas | AID 759 | GTP binding activity, % at 10 µM | GST-Ras wt beads, Bodipy-FL-GTP binding, flow cytometry; actives lie on both sides | 0.14% of 190,000 active;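 active = GTP binding activity at least 20% away from the 100% baseline, either lowered as inhibitor or raised as activator; inconclusive = flagged as likely green fluorescent, judged across all proteins in the well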;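 also: 0% = unlabeled GTP competition control and 100% = no-compound control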
# Target sequence (P01112 whole entry, looked up): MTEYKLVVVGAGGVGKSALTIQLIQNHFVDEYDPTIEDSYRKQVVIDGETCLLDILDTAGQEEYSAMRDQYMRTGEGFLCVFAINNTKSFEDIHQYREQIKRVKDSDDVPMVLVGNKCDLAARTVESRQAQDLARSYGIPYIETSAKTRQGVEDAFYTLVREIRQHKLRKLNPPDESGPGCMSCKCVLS
# Rab7 wt GTP bind = modulators of GTP binding to dog Rab7 wildtype GTPase | GST-Rab7 beads, fluorescent GTP binding, flow cytometry; actives lie on both sides; untreated = 100%, excess cold GTP = 0% | GTP binding activity (percent of control), % at 10 µM | 0.055% of 190,000 active;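 active = fluorescent GTP binding to Rab7 beads changed by at least 20 points from the 100% baseline, either direction, mostly lower; inconclusive = compound itself probably fluorescent, or too few beads counted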;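 also: median green fluorescence of bound Bodipy-FL-GTP per Rab7 bead population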
# Bcl-W Bim block = human Bim-Bcl-W interaction inhibition | 0.02% of 190,000 active | bead-based flow cytometry, Bim peptide-Bcl-W binding | Q92843 | inhibition, % at 10 µM;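 also: 0% = bound tracer without compound and 100% = peptide blocker; higher means less fluorescent Bim peptide bound to Bcl-W beads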
# Target sequence (Q92843 whole entry, looked up): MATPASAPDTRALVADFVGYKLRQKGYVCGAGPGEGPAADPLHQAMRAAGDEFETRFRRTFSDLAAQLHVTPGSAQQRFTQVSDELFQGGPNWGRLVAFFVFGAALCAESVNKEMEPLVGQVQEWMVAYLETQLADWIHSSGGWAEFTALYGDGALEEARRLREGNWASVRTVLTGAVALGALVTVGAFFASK
# Rac1 mut GTP = alters GTP binding to activated mutant human Rac1; P63000; GST-Rac1 activated beads, fluorescent GTP binding, flow cytometry; actives lie on both sides; 100% means binding = to untreated wells; percent activity (GTP binding), % at 10 µM; 0.11% of 190,000 active;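 active = GTP binding at least 20 percentage points away from the 100% baseline, in either direction, so actives lie on both sides; inconclusive = Compound likely fluorescent itself, or too few beads counted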
# * = called active by the depositor; ? = inconclusive. Rule as the data show it, unless noted: active = inhibition above about 40%.
SMILES,Rab2 wt GTP,Cdc42 wt GTP,Rac1 wt GTP bind,Bim-Bfl-1,Bcl-XL Bim block,Bcl-2 Bim block,Bim-Bcl-B,HRas wt GTP,Rab7 wt GTP bind,Bcl-W Bim block,Rac1 mut GTP
COc1ccc(S(=O)CC(=O)Nc2ccccc2Cl)cc1 (stereo not given),93,96,100,-4,-1,-6,-3,97,93,-4,95
N#Cc1c(-c2ccc(Cl)cc2Cl)nc2n(c1=O)CCS2,95,98,98,-4,3,-1,-2,96,95,-2,98
O=C(CC1C(=O)NCCN1Cc1ccc(-c2ccccc2)cc1)NC1CCC1 (stereo not given),94,99,100,5,0,3,-3,98,94,0,95
Nc1cccc2c1C(=O)N(C(=O)/C=C/c1cccc(F)c1)C2=O,96,93,98,10,-5,-3,-10,96,103,-5,94
CCOc1ccccc1OCCOc1cccc(C(F)(F)F)c1,96,95,91,-11,3,-10,-9,95,95,-1,92
CC(C)(C)C(=O)Cn1c(=N)n(Cc2ccccc2)c2ccccc21,99,101,100,-12,-7,-9,-5,99,101,-5,98
CSc1nc(C)c(CCOC(=O)c2cccc(C)c2)c(=O)[nH]1,98,100,101,0,-11,0,-3,101,95,-3,98
CCOC(=O)CC1=CC(C)(CC(=O)OCC)C(C#N)(C#N)C(N)=C1C#N (stereo not given),95,102,97,-14,-16,-14,-8,97,94,0,95
NC(=O)[C@H]1CC2(CC(c3cccc(NC(=O)c4ccccc4)c3)=NO2)CN1C(=O)[C@H]1CCC(=O)N1 (stereo not given in full),100,101,99,0,-3,-2,-2,100,95,0,94
Cc1nn(-c2ccc(F)cc2)c(Cl)c1/C=C(\CC(=O)O)c1nc2ccccc2s1,?,?,?,-1,0,-1,0,?,?,-1,?
CC[n+]1cc(-c2ccccc2)nc(N2CCOCC2)n1,100,102,105,4,3,0,-10,101,99,6,102
CCOC(=O)C1=C(Cn2ccc(C(F)(F)F)n2)NC(=O)NC1c1ccc2c(c1)OCO2 (stereo not given),99,97,95,-11,-8,-9,-11,98,95,-2,96
O=C(CCNC(=O)c1ccccc1Cl)Nc1ccc(Br)c(C(F)(F)F)c1,97,94,100,-2,-9,-3,-2,99,97,-1,97
CCOC(=O)CNC(=O)/C=C/c1c(Cl)cccc1Cl,101,98,100,2,3,4,0,103,96,0,102
CCOC(=O)c1[nH]c(C)c(C(=O)N(CC)CC)c1C,99,102,104,-7,-5,-10,-8,99,97,1,102
Cc1cc2oc(=O)cc(CN3CCN(S(=O)(=O)c4cccs4)CC3)c2cc1C(C)C,102,98,103,-13,-1,-6,-3,102,99,-3,101
Cc1[nH]n(-c2ccccc2)c(=O)c1/C=N/c1ccccn1,95,99,100,-9,0,-1,-2,98,95,1,95
CSc1nc(SCC(=O)NC(c2ccccc2)c2ccccc2)c2c3c(sc2n1)CN(C)CC3,103,101,105,-9,-9,1,-12,103,104,3,100
Cc1ccccc1C(=O)N1CCN(c2ccc(NC(=O)c3ccccc3[N+](=O)[O-])cc2)CC1,96,96,95,-3,1,0,0,95,96,0,95
CCc1nnc(SCc2ccc(CSc3nnc(CC)n3N)cc2)n1N,102,101,101,-11,-4,-11,-5,99,97,-1,101
COc1ccccc1C(=O)NCCn1cc(SCC(=O)Nc2cc(C)on2)c2ccccc21,100,100,104,-2,-6,0,-13,100,92,-5,101
COc1cc(C2C(C#N)=C(N)N(c3cccnc3)C3=C2C(=O)CC(C)(C)C3)ccc1O (stereo not given),98,100,101,-11,-5,-5,-12,97,101,-1,99
COc1cc(CN2CCC(C(=O)N3CCCC(C)C3)CC2)cc(Br)c1O (stereo not given),95,97,93,1,-1,0,1,97,98,-1,94
COc1ccc(C(=O)NCc2cn3ccccc3n2)cc1,107,110,107,0,1,0,0,107,107,0,101
Cn1c(=O)c2c(nc(CN3CCc4ccccc4C3)n2CCCO)n(C)c1=O,99,99,101,-6,-2,0,-1,98,95,-2,96
# The list continues.
SMILES,Rab2 wt GTP,Cdc42 wt GTP,Rac1 wt GTP bind,Bim-Bfl-1,Bcl-XL Bim block,Bcl-2 Bim block,Bim-Bcl-B,HRas wt GTP,Rab7 wt GTP bind,Bcl-W Bim block,Rac1 mut GTP
CCc1nn(CC(=O)N2CCN(Cc3ccc4c(c3)OCO4)CC2)c(=O)c2cc3occc3n12,97,103,103,-21,-12,-4,-7,97,96,-4,97
O=C1OC(/C=C/c2ccccc2)=NC/1=C/C=C/c1ccccc1,97,99,101,1,-6,4,-7,98,101,-2,96
CC1CCCN(Cc2cnc(Cl)s2)C1 (stereo not given),94,94,95,2,9,2,0,98,91,0,94
O=C(c1ccccc1)C(Sc1ncn[nH]1)c1ccccc1 (stereo not given),95,93,101,-21,-8,-15,-9,93,94,-7,96
O=C(COC(=O)c1cc(S(=O)(=O)NCc2ccccc2)ccc1O)NCc1ccccc1,97,99,101,-3,1,0,-4,99,100,5,98
CCOc1ccc(-c2nc(S(=O)(=O)c3ccccc3)c(N3CCOCC3)o2)cc1,96,94,92,6,5,3,4,95,107,7,92
CCOCCCn1c(SCC(=O)/C(C#N)=C(\C)N)nc2ccccc2c1=O,104,100,101,1,-6,0,-3,100,96,-2,99
O=C(Cn1cnc2c(nnn2Cc2ccccc2)c1=O)N1CCN(c2ccccc2)CC1,104,102,107,-6,-2,-4,-4,103,105,1,98
CCOc1ccc(NC(=S)NC(=O)c2c(Br)cnn2C)c([N+](=O)[O-])c1,99,99,103,8,-4,1,-17,98,101,3,99
COc1ccc(OCC(=O)Nc2cccc(-c3nc4ccccc4[nH]3)c2)cc1,98,98,100,-11,-11,-6,-11,99,98,-1,99
CSc1nc(N2CCN(c3ccccc3)CC2)cc(N2CCN(c3ccccc3)CC2)n1,97,97,100,-3,0,0,-1,98,95,0,99
Cc1cccc(N=C2NC(=O)/C(=C/c3cn(C)c4ccccc34)S2)c1,98,100,101,-9,-3,-2,-9,99,99,-6,100
O=C(CC1S/C(=N/N=C/c2c[nH]c3ccccc23)NC1=O)Nc1ccccc1 (stereo not given),98,100,100,1,-1,-1,0,98,95,-2,99
CN(C)/N=C/c1ccc([N+](=O)[O-])cc1[N+](=O)[O-],99,103,104,2,0,2,-17,100,104,2,99
CC1(C)OC(=O)C(=Cc2ccc(-c3ccc(S(N)(=O)=O)cc3)o2)C(=O)O1,92,92,88,6,-2,5,0,88,98,0,85
COCCNC(=O)/C(C#N)=C\c1ccc(CNC(=O)C(=O)Nc2ccc(C)c(C)c2)o1,96,96,98,-5,0,-5,-1,96,97,3,96
CN(c1ccccc1C(=O)Nc1ccc(S(=O)(=O)N2CCOCC2)cc1)S(C)(=O)=O,99,96,96,1,0,0,-3,97,100,0,97
CC(C)c1ccc(NC(=O)COc2nncc3ccccc23)cc1,95,97,98,-1,-5,-3,-7,97,93,-4,96
Cc1ccc(S(=O)(=O)N(C)C)cc1NC(=O)[C@H](Cc1ccccc1)N1C(=O)c2ccccc2C1=O,98,101,102,0,-6,-6,-9,101,104,-3,98
COc1ccc(C(C)(C)C)cc1NC(=O)COC(=O)c1cnc(C)cn1,94,91,94,-4,-3,-7,2,93,92,0,94
CCn1c(=O)n(CC)c2cc(S(=O)(=O)N3CCC(c4ccccc4)CC3)ccc21,99,96,97,-13,-6,-13,-7,100,101,-2,93
CCOC(=O)N1CCN(Cc2cn3ccccc3n2)CC1,102,103,107,-22,-9,-9,-6,103,98,-2,100
CCN(CC)CCNC(=O)C(C)c1nn(C)c(=O)c2ccccc12 (stereo not given),94,96,96,-4,-3,-5,-3,98,94,-1,96
N=c1c(C(=O)NCc2ccco2)cc2c(=O)n3ccccc3nc2n1CCc1ccccc1,75*,80,72*,12,21,11,19,77*,91,16,87
Fc1ccc(OCc2nc(-c3cccs3)no2)cc1,93,95,97,-11,0,-5,-1,94,91,0,96
# (list continues)
SMILES,Rab2 wt GTP,Cdc42 wt GTP,Rac1 wt GTP bind,Bim-Bfl-1,Bcl-XL Bim block,Bcl-2 Bim block,Bim-Bcl-B,HRas wt GTP,Rab7 wt GTP bind,Bcl-W Bim block,Rac1 mut GTP
O=C(Nc1cc(S(=O)(=O)Nc2ccc(Cl)cc2)ccc1N1CCCCC1)c1ccc(F)cc1Cl,96,95,100,4,-10,1,-11,98,99,-3,94
CCOC(=O)N1CCN(Cc2nc(-c3ccc(Cl)cc3)no2)CC1,99,100,102,-2,-1,-1,-2,100,101,-1,99
NNC(=O)CCN1CCCCC1,97,99,99,-3,-3,-2,0,93,94,-2,92
COc1ccc(C(C(=O)NC2CCCCC2)N(C(=O)c2cccs2)c2ccc3c(c2)OCO3)cc1 (stereo not given),95,98,99,-10,-3,-9,-5,97,97,0,98
Cc1ccc(N=Nc2c(N)[nH]n3c(=O)cc(C)nc23)cc1,81,88,75*,-1,11,0,6,87,92,4,88
Cc1cc(NC(=O)CSc2nc(-c3ccccc3Cl)nc3c2c(=O)n(C)c(=O)n3C)no1,100,94,101,-1,-5,-4,-6,98,104,-1,99
COc1ccccc1CNC(=O)Cc1ccc(C)cc1,102,94,100,-3,-1,-1,-2,99,109,-4,96
CCN(CC)c1ccc(NC(=S)Nc2ccc(F)cc2)cc1,99,94,98,0,-3,-5,-19,99,102,-2,97
O=C(O)Cn1nnc(-c2cccs2)n1,?,?,?,1,1,-3,-3,?,?,-1,?
COc1ccc(S(=O)(=O)NC2CC3CCC2C3)cc1Cl (stereo not given),108,106,103,0,0,-2,2,107,110,1,102
O=c1c2ccccc2[nH]c(=S)n1CCCN1CCN(C2CCCCC2)CC1,101,104,107,-9,-4,-7,-7,101,99,-1,100
CS(=O)(=O)N(CC(=O)NC1CC1)c1cccc(F)c1,93,93,92,1,-8,0,1,95,97,0,96
CN(C(=O)CSc1nnc(-c2cccs2)o1)C1CCS(=O)(=O)C1 (stereo not given),96,90,94,2,1,-1,0,94,96,2,93
O=C(COc1ccccc1)NNC(=O)c1cccs1,102,102,105,2,-1,2,0,102,102,0,102
CCOC(=O)C1C(c2cccc([N+](=O)[O-])c2)C2C(=O)NN=C2CC1(C)O (stereo not given),102,103,109,-7,-3,-3,-6,103,110,-3,103
COc1ccc(C(=O)NNC(=S)NC(=O)c2ccco2)cc1,99,104,104,1,-1,-2,-13,101,97,0,102
Cc1ccc(-c2c(C)n([O-])c3c([n+]2=O)CCCC3)o1,98,97,102,-10,-4,-9,-7,98,96,0,98
Cc1cc(NC(=O)c2cc(C(C)C)on2)nn1Cc1ccc(Cl)cc1,103,102,104,-10,-2,-10,-13,103,103,0,99
CCOC(=O)c1ccc(NC(=O)Cn2nnc(-c3ccccc3)n2)cc1,99,96,104,-18,-6,-16,-7,98,101,-2,97
CSCCC1NC2(C(=O)Nc3c(Cl)cccc32)[C@@H]2C(=O)N(C3CCCC3)C(=O)[C@H]12 (stereo not given in full),96,98,100,-1,-5,-2,-5,96,94,-5,95
